A549 viability – A549 cytotoxicity, counter-screen for Nrf2 inhibitors; A549 ARE-Fluc cells, CellTiter-Fluor viability, 18-24 h; Potency, µM (highest dose often 46 µM), for inactives: at the highest dose activity change, negative = cytotoxicity, actives largely listed as inhibitors; 390,000 tested, 0.16% active; AID 504648; note: potency is the fitted concentration of half-maximal effect; % is set by controls: 0 for no effect and ±100 for the full control effect
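Cytotoxicity counterscreen: CellTiter-Fluor fluorescence was measured in A549 ARE_Fluc cells after 18-24 h of compound exposure in a concentration series. The subsequent BugLite luminescent read reports ARE-luciferase activity.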
S2 tox – reduces viability in counter-screen for ATXN expression inhibitors | S2 cells (HEK-293 line with an ATXN2-luciferase reporter) viability, CellTiter-Fluor protease fluorescence, 24 h | AID 651635 | Potency, µM (titrated, usually from 56.7 µM), usual class: cytotoxic | 400,000 tested, 0.49% active; note: potency is the fitted concentration of half-maximal effect; nearly all actives have a fitted effect of over 40% in size
Nrf2 activator – activates Nrf2 signaling. AREc32 ARE-luciferase reporter (MCF7-derived line), luminescence, 24 h. Potency, µM (titrated, usually from 46.1 µM), for inactives: at the highest dose activation, actives largely listed as activators. 410,000 tested, 0.31% active. AID 624171; note: potency is the fitted concentration of half-maximal effect; % of control where 0% means no effect; nearly all actives have a fitted effect of over 65% in size
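AREc32_Fluc, 1000 cells/well, OPTI-MEM + 5% FBS, o/n 37 deg C 5% CO2; 23 nL cpd by pin tool, 24 hr; Steady-Glo 30 min RT, luminescence.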
IL2 activator – activates IL-2 in a cell-based reporter assay. IL-2 activation reporter assay, cell-based qHTS; stimulated with anti-CD3/CD4/CD28 beads; in transgenic mouse T cells. activation, % (series mostly up to about 46 µM). 360,000 tested, 0.065% active; in the data active = activation above about 50%; inconclusive = mostly about 30% to 49%; note: 0% is about no effect
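Readout is EGFP and DsRed signal by fluorescent plate cytometry after 18 h at 37 degrees C. Transgenic mouse T cells (750/well) received compound for 60 min before bead stimulation (anti-CD3, anti-CD4, anti-CD28); memory T cells served as non-tolerant control.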
HepG2 tox – kills HepG2 cells in TGF-b inhibitor counter-screen; Potency, µM (highest dose often 46.1 µM), for inactives: at the highest dose activity change, negative = cytotoxicity, usual class: cytotoxic; HepG2 CAGA-GFP viability, ATP luminescence, 18 h; 410,000 tested, 0.76% active; note: potency is the fitted concentration of half-maximal effect; some results filed as inactive show a strong effect at the top dose
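CellTiter-Glo luminescence gave cytotoxicity after 18 hours at 37 degrees C. The cells were HepG2 CAGA-GFP in 1% FBS DMEM, stimulated with 500 pg/mL TGF-beta after compound addition. %Activity was normalised to no-cell wells (complete cell-killing) and DMSO (no toxicity), and curves were fitted and classified.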
EPAC2 agonist – activates human EPAC2 exchange factor; 360,000 tested, 0.079% active; Potency, µM (series often up to 154 µM), without a hit: top-dose activation, usual class: activators; EPAC2 activation, biochemical qHTS; response scale: 100% = 6.5 mM cAMP response; Q8WZA2; note: potency is the fitted concentration of half-maximal effect; nearly all actives have a fitted effect of over 50% in size
Target sequence (Q8WZA2 whole entry, looked up): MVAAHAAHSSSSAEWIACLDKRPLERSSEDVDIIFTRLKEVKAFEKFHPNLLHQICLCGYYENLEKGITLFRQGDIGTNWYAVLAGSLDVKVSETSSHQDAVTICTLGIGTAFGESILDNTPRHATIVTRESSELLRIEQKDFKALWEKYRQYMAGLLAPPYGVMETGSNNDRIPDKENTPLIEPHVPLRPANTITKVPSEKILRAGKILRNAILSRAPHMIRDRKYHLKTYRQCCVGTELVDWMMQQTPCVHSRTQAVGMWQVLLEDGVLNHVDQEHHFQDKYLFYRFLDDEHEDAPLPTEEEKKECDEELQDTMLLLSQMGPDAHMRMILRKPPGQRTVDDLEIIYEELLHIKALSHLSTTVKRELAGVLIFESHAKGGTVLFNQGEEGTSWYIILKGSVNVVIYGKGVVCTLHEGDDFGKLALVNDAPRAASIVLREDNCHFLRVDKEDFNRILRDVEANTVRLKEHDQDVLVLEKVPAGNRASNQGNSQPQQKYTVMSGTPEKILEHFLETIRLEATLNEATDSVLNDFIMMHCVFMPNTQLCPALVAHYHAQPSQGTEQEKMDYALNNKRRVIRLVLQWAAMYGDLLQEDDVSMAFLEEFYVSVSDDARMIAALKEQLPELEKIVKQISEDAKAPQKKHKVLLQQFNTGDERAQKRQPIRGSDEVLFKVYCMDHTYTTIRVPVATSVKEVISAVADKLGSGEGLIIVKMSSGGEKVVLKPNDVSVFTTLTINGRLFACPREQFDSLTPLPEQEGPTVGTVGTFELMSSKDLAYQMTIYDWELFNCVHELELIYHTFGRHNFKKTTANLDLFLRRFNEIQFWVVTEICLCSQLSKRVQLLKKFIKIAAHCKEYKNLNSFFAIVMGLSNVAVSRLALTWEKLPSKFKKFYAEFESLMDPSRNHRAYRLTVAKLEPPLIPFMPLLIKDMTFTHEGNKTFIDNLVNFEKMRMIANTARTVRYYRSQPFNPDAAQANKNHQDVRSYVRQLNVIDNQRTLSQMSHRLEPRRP
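Exchange assay: 100 nM EPAC2 with 250 nM Rap1B-BODIPY-GDP and 50 uM GDP. Fluorescence (ex 480/em 540 nm) read every 5 min for 30 min at room temperature. Data normalized to 6.5 mM cAMP as agonist control.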
TGFb inhibitor – TGF-b pathway inhibition | HepG2 CAGA-GFP TGF-b/SMAD3 reporter, GFP fluorescence, 18 h; TGF-beta stimulated, 500 pg/mL final | Potency, µM (highest dose often 46.1 µM), without a hit: at the top dose activity, negative = inhibition, usual class: inhibitors | 410,000 tested, 1.2% active; note: potency is the fitted concentration of half-maximal effect; % is set by controls: 0 for no effect and ±100 for the full control effect; nearly all actives have a fitted effect of over 65% in size
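HEPG2 CAGA-GFP cells (1000/well, DMEM with 1% FBS) were pre-incubated 2 h at 37 degrees C, given compound by pin tool, then stimulated with TGF-beta at 500 pg/mL final for 18 h before per-cell GFP fluorescence imaging.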
ATXN2 expr inh – ATXN2 expression inhibition; HEK-293 ATXN2-luciferase reporter, luminescence, 24 h; Potency, µM (series often up to 57 µM), inactives show at the highest dose activity change, negative = inhibition, most hits filed as inhibitors; 360,000 tested, 0.72% active; AID 1745845; note: potency is the fitted concentration of half-maximal effect; % is set by controls: 0 for no effect and ±100 for the full control effect; nearly all actives have a fitted effect of over 55% in size
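qHTS (up to 57 uM final) was run with 24 h compound exposure of reporter cells at 37 °C. Each well was multiplexed: SteadyGlo luminescence measured ATXN2-luciferase expression after a fluorogenic Gly-Phe-AFC viability readout (25 uM final).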
Nrf2 block – Nrf2 pathway inhibition; A549 ARE-Fluc reporter, luciferase luminescence, 18-24 h; Potency, µM (doses to about 46 µM), inactives show top-dose activity change, negative = inhibition, most hits filed as inhibitors; 360,000 tested, 2.1% active; note: potency is the fitted concentration of half-maximal effect; % is set by controls: 0 for no effect and ±100 for the full control effect; nearly all actives have a fitted effect of over 60% in size
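Concentration-response testing used A549 ARE_Fluc cells at 5000 cells/well. Following an 18-24 h compound incubation, viability was read by fluorescence (Ex 405/Em 525) and luciferase output by luminescence.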
The depositor's hits bear a star; i = inactive; ? = inconclusive; · = no result given; [ ] = remark or other dose. Unless noted, calls come from the whole dose curve; as a rule, active = well fitted curve in the direction sought with a large enough effect; inconclusive = small, poorly fitted or top-dose-only effect, or another doubt; inactive = no such curve, though single readings can be large; an effect the other way counts as inactive or inconclusive.

1: Cc1cc(SCC(=O)c2ccc(O)c(O)c2)nc2ccccc12
2: CCN(C(=O)CSc1cc(C)c2ccccc2n1)C1CCS(=O)(=O)C1 (stereo not drawn)
3: Cc1cc(C)c(NC(=O)COC(=O)CSc2ccc(Br)cc2C)c(C)c1
4: NC(=O)CCn1ccc2ccccc21
5: COCCn1c(SCC(=O)NC2CCCC2)nc2cccnc21
6: O=C(O)C1CCCCC1C(=O)NCCCc1ccccc1 (stereo not drawn)
7: CCCc1ccc(-c2cc(C(=O)NC3=NCCS3)c3ccccc3n2)cc1
8: CC(C)(C)C(=O)NC(=S)Nc1ccc(F)cc1

| assay / compound | 1 | 2 | 3 | 4 | 5 | 6 | 7 | 8 |
| --- | --- | --- | --- | --- | --- | --- | --- | --- |
| A549 viability | ? | 1.4% | 10.7% | 1.2% | 3.6% | -7.9% | -1.6% | 0.4% |
| S2 tox | i | i | i | i | i | ? | i | i |
| Nrf2 activator | 3.5% | -0.2% | -0.9% | -0.3% | -0.5% | 0.0% | 0.1% | 2.6% |
| IL2 activator | -2.4 | -0.3 | 0.2 | 1.4 | -0.2 | -3.8 | 0.6 | -0.7 |
| HepG2 tox | -16.4% | -12.8% | -9.7% | -7.1% | -1.4% | -3.0% | -21.2% | -21.8% |
| EPAC2 agonist | 19.2% | 14.0% | -6.6% | 5.7% | 4.5% | -2.0% | -3.0% | -2.5% |
| TGFb inhibitor | -25.1% | 4.6% | -7.9% | 0.2% | 1.7% | -11.1% | -10.3% | -5.9% |
| ATXN2 expr inh | · | -18.8% | 6.3% | 4.4% | 7.6% | -19.3% | 41.8%[activator] | 24.8% |
| Nrf2 block | ? | -15.1% | 6.8% | 0.6% | 5.4% | 6.1% | 6.0% | 6.4% |

Looked up one by one from above, 4 records:
6: O=C(O)C1CCCCC1C(=O)NCCCc1ccccc1 (stereo not drawn)
2: CCN(C(=O)CSc1cc(C)c2ccccc2n1)C1CCS(=O)(=O)C1 (stereo not drawn)
7: CCCc1ccc(-c2cc(C(=O)NC3=NCCS3)c3ccccc3n2)cc1
5: COCCn1c(SCC(=O)NC2CCCC2)nc2cccnc21

| assay / compound | 6 | 2 | 7 | 5 |
| --- | --- | --- | --- | --- |
| A549 viability | -7.9% | 1.4% | -1.6% | 3.6% |
| S2 tox | ? | i | i | i |
| Nrf2 activator | 0.0% | -0.2% | 0.1% | -0.5% |
| IL2 activator | -3.8 | -0.3 | 0.6 | -0.2 |
| HepG2 tox | -3.0% | -12.8% | -21.2% | -1.4% |
| EPAC2 agonist | -2.0% | 14.0% | -3.0% | 4.5% |
| TGFb inhibitor | -11.1% | 4.6% | -10.3% | 1.7% |
| ATXN2 expr inh | -19.3% | -18.8% | 41.8%[activator] | 7.6% |
| Nrf2 block | 6.1% | -15.1% | 6.0% | 5.4% |

Going on with the list:
9: CCOc1ccc(C(=O)N(Cc2sccc2C)C2CCS(=O)(=O)C2)cc1 (stereo not drawn)
10: CCCCOc1ccc(C(=O)Nc2cc(-c3ccc(C)cc3)no2)cc1
11: CCOc1ccccc1NC(=O)CSc1ccc2nc(-c3ccccc3)cn2n1
12: CC(C)[C@H](NS(=O)(=O)c1ccccc1F)C(=O)OCC(=O)Nc1cccc(S(N)(=O)=O)c1
13: Cc1cc(N2C(=O)C(O)=C(C(=O)c3cc4ccccc4o3)C2c2ccc(OC(C)C)cc2)no1 (stereo not drawn)
14: CCN1C(=O)c2ccccc2S(=O)(=O)c2ccc(C(=O)NC(C)C)cc21
15: O=C(C1CCN(S(=O)(=O)c2cccc3cccnc23)CC1)N1CCc2ccccc21
16: CSc1ccccc1OCc1cc(C(=O)N(C)Cc2ccc(C)o2)no1

| assay / compound | 9 | 10 | 11 | 12 | 13 | 14 | 15 | 16 |
| --- | --- | --- | --- | --- | --- | --- | --- | --- |
| A549 viability | 1.6% | 3.5% | -16.2% | 1.0% | -1.6% | 2.2% | 1.2% | -2.1% |
| S2 tox | · | i | ? | i | i | i | i | i |
| Nrf2 activator | 1.0% | -0.5% | -1.3% | -0.8% | -0.3% | -0.7% | -0.4% | 0.3% |
| IL2 activator | · | · | · | 0.1 | -1.0 | -0.7 | -0.8 | -2.8 |
| HepG2 tox | -18.0% | -15.1% | -1.7% | 9.3% | 0.9% | 1.8% | -16.2% | 1.0% |
| EPAC2 agonist | · | · | · | 1.9% | -12.7% | -1.8% | 10.9% | -5.6% |
| TGFb inhibitor | · | -20.1% | -11.9% | -0.4% | -5.1% | 0.0% | 10.6% | 6.9% |
| ATXN2 expr inh | · | -0.5% | 9.1% | 1.7% | · | -6.1% | -12.3% | 41.1%[activator] |
| Nrf2 block | -1.4% | 23.6% | · | ? | ? | -16.3% | -28.3% | 8.4% |

Other results:
Order of values: A549 viability | S2 tox | Nrf2 activator | IL2 activator | HepG2 tox | EPAC2 agonist | TGFb inhibitor | ATXN2 expr inh | Nrf2 block
(17) C#CCOCCOCCOCCNc1nc(N2CCN(C(=O)CCCCCCCCCCNC(=O)[C@@H](CCSC)n3cc(CCO)nn3)CC2)nc(N2CCN(C(=O)CCCCCCCCCCNC(=O)[C@H](CCSC)n3cc(CCO)nn3)CC2)n1
 : -1.2% | i | 3.5% | -0.8 | -5.8% | -0.1% | ? | -6.6% | -11.5%
(18) Cc1csc(NC(=O)c2cccc(C)c2C)n1
 : 0.4% | i | 3.2% | -0.2 | -15.5% | 6.0% | 2.7% | 26.6% | ?
(19) O=C(CCNS(=O)(=O)c1ccc2c(c1)CCC(=O)N2)NCc1ccc2c(c1)OCO2
 : 18.6% | i | 0.2% | -2.7 | 6.5% | 0.5% | 1.7% | 15.1% | 32.3%
(20) Nc1nc(Cl)nc2ncn(Cc3ccccc3)c12
 : -0.1% | i | -0.3% | 0.9 | 18.4% | 8.1% | -10.3% | 5.5% | -3.0%
(21) CC(=O)c1cccc(NC(=O)c2ccc3c(c2)CCCC3)c1
 : -9.6% | i | 2.8% | 7.7 | -16.6% | 15.6% | 1.8% | 23.5% | ?
(22) COc1cc2c(cc1NC(=O)c1cccc([N+](=O)[O-])c1C)oc1ccccc12
 : 6.9% | i | -0.1% | -3.0 | -42.0% | 11.5% | 39.5%[activator] | -16.6% | ·
(23) COc1cc(C2c3cc4c(cc3OC(N3CCCC3)C2C)OCO4)cc(OC)c1O (stereo not drawn)
 : -3.9% | i | -0.5% | -4.6 | 0.5% | -0.5% | 0.4% | -5.9% | 4.2%
(24) Cc1cccc(Nc2ncnc3nc[nH]c23)c1
 : -1.7% | i | 0.2% | -0.4 | -18.2% | 3.0% | -1.1% | 27.1% | 21.5%
(25) CCCN1Cc2cccc(C(=O)N3CCN(c4ccccc4)CC3)c2C1=O
 : 7.7% | i | -0.5% | 3.1 | -1.6% | 2.7% | -6.4% | 2.5% | -0.5%
(26) COc1ccc(-n2nnc3c(=O)n(CC(=O)N4CCCc5ccccc54)cnc32)cc1
 : -3.0% | ? | -0.2% | -3.0 | -2.2% | 6.4% | -12.5% | 0.0% | 7.1%
(27) O=c1[nH]c(CSc2nnnn2-c2ccc(Cl)cc2)nc2ccccc12
 : 0.7% | i | 6.4% | 1.3 | -0.9% | 5.9% | 9.1% | 0.9% | ?
(28) CSc1cccc(NC(=O)CN2C(=O)COc3ccc(Cl)cc32)c1
 : 0.8% | i | 4.1% | · | -7.4% | · | -1.9% | ? | 16.4µM*
(29) Cc1nc(Nc2ccc(Cl)c(Cl)c2)sc1C(=O)Nc1ccccc1
 : ? | ? | 0.4% | -2.9 | -101.3% | 15.6% | ? | ? | ?
(30) CCn1c(SCC(=O)NC2(C#N)CCCCC2)nc2ccccc2c1=O
 : -7.7% | i | -0.1% | -3.5 | 1.7% | -4.9% | 0.0% | -1.0% | -6.5%
(31) COc1cccc(NC(=O)COC(=O)c2c3c(nc4ccccc24)CCC(C)C3)c1 (stereo not drawn)
 : ? | ? | -2.7% | -3.6 | -54.7% | 13.5% | ? | ? | 16.4µM*
(32) Cc1cccc(N(Cc2ccccc2)C(=O)Cc2ccc(S(=O)(=O)N3CCOCC3)s2)c1
 : 3.5% | i | 4.8% | -1.2 | 0.0% | 14.2% | -17.7% | 5.9% | 0.1%
(33) N#CC1(NC(=O)COC(=O)c2ccccc2SCC(=O)N2CCCC2)CCCCC1
 : 2.4% | i | -0.2% | 0.0 | 6.5% | 1.5% | -3.3% | 4.0% | 7.8%
(34) Cc1cc2c(cc1S(=O)(=O)CCC(=O)NC1CCCCC1C)OCC(=O)N2 (stereo not drawn)
 : 7.2% | i | 0.7% | -0.9 | -101.8% | 19.8% | -12.2% | -19.9% | -1.7%
(35) CC(=O)/C(=N\Nc1ccccc1)Sc1nnc(-c2ccccc2)n1-c1ccccc1
 : 0.3% | i | -0.4% | -5.0 | 1.4% | -7.1% | 4.7% | -5.1% | 11.6%
(36) CCOC(=O)c1cc(-c2ccccc2)sc1NC(=O)CN1C(=O)NC(CC)(c2ccc(F)cc2)C1=O (stereo not drawn)
 : -3.4% | i | 0.2% | -4.5 | -0.3% | -12.5% | -17.4% | 13.7% | ?
(37) O=C(O)c1ccccc1-c1ccccc1C(=O)Nc1ccc2oc(=O)c3ccccc3c2c1
 : · | ? | 0.0% | 0.1 | -0.2% | -2.7% | 19.9% | · | ·
(38) CCOc1ccc(CCNC(=O)c2cc(C)nc3c2c(C)nn3-c2cccc(F)c2)cc1
 : -10.8% | i | 8.2% | · | -12.0% | · | 0.0% | 4.0% | -14.4%
(39) COc1ccc(-c2nc(SC(CC(=O)NCCO)c3cccs3)n[nH]2)cc1 (stereo not drawn)
 : -3.5% | ? | 0.2% | -0.1 | -3.5% | -9.5% | -4.6% | -12.1% | 16.3%
(40) CN(Cc1cc(Cl)cc(Cl)c1)CC(C(=O)c1ccccc1)c1ccccc1 (stereo not drawn)
 : 10.9% | ? | 11.2µM* | -0.6 | -20.3% | 1.1% | ? | ? | -7.7%

Screening results as filed in PubChem BioAssay.
